FBA Mtb inh: inhibits M. tuberculosis FBA enzyme; inhibition, % at 1 µM; P9WQA3; purified M. tuberculosis FBA, fluorescence read-out; 360,000 compounds, 2.3% hits; in the data active means inhibition above about 27%;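 further: 0% = vehicle and 100% = reference inhibitor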
PrPC TRFRET: inhibitors of human cell surface prion protein PrPC; P04156; TR-FRET read-out; inhibition, % at 13.8 µM; 370,000 compounds, 0.43% hits; AID 720596; in the data active means inhibition above about 24%; further: 0% = median of the test wells and 100% = reference compound wells
GDH-TPI counter: GDH-TPI coupled enzyme inhibition counter-screen; GDH-TPI coupled enzyme counterscreen, NADH absorbance; 360,000 compounds, 1.2% hits; inhibition, % at 4.8 µM; in the data active means inhibition above about 30%;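 further: 0% = DMSO wells and 100% = wells lacking the enzyme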
BoNT-F LC inh: blocks Botulinum neurotoxin F light chain protease | Multiplex microsphere protease cleavage assay, flow cytometry | inhibition, % at 10 µM | 360,000 compounds, 0.22% hits | AID 588497; in the data active means inhibition above about 35%, passing the limit was not always enough; inconclusive means no clear call, values can overlap the other calls; further: plate controls were buffer without enzyme for full effect and enzyme alone for no effect
FadD28 binding: M. tuberculosis FadD28 bisubstrate binding inhibition | FadD28 bisubstrate probe binding, fluorescence polarization | inhibition, % at 12.5 µM | 360,000 compounds, 0.22% hits | AID 588549; in the data active means inhibition above about 8.5%, passing the limit was not always enough; inconclusive means no clear call, values can overlap the other calls
UGM FP inh: blocks M. tuberculosis UGM enzyme; purified UGM, fluorescence polarization probe displacement; inhibition, % at 10 µM; 320,000 compounds, 0.06% hits; AID 504406; in the data active means inhibition above about 10%, passing the limit was not always enough; inconclusive means no clear call, values can overlap the other calls
Target sequence (P9WIQ1 whole entry, looked up): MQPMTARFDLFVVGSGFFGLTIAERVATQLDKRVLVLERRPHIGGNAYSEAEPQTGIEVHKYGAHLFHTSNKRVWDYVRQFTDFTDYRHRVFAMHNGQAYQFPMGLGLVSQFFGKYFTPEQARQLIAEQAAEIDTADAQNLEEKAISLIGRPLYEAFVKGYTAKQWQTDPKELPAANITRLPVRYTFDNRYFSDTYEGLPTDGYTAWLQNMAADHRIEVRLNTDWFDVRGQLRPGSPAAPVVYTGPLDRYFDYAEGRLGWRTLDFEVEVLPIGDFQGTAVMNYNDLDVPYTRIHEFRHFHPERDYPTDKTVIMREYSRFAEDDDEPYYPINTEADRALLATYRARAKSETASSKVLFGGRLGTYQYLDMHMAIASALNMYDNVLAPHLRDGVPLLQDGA
Mtb BioA inh: BioA (M. tuberculosis) enzyme inhibition; 360,000 compounds, 0.096% hits; purified M. tuberculosis BioA enzyme, plate reader; inhibition, % at 9.99 µM; in the data active means inhibition above about 40%; inconclusive means no clear call, values can overlap the other calls
MazF activator: activators of E. coli MazEF toxin-antitoxin RNase. P0AE70. FAM/BHQ RNA-DNA oligo cleavage fluorescence, 5 h. activation, % at 20 µM. 350,000 compounds, 0.32% hits. AID 504720; in the data active means activation above about 50%
Target sequence (P0AE70 whole entry, looked up): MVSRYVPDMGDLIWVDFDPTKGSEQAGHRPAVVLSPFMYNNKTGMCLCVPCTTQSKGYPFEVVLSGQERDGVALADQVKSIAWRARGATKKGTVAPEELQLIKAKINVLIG
Rv3671c protease: Rv3671c (M. tuberculosis) protease inhibition | P9WHR9 | inhibition, % at 5.96 µM | 320,000 compounds, 0.048% hits; in the data active means inhibition above about 38%;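 further: extracellular domain of Rv3671c used as enzyme; 0% = enzyme with DMSO and 100% = no enzyme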
Target sequence (P9WHR9 whole entry, looked up, the tested form may be a part): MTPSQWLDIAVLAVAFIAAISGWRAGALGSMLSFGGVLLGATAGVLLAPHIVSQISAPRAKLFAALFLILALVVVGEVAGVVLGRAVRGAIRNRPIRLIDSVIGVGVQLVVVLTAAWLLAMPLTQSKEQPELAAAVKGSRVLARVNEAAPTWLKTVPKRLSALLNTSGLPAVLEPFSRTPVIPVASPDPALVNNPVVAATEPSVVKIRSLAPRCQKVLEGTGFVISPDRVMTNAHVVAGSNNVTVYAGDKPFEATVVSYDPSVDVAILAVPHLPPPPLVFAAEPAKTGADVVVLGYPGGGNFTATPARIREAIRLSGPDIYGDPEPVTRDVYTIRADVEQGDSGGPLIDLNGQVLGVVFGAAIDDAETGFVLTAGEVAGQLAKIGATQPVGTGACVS
Starred values were filed as active, the others as inactive; u = inconclusive; x = no result given; & = joins results of further samples.

Preview, 5 compounds:
SMILES | FBA Mtb inh | PrPC TRFRET | GDH-TPI counter | BoNT-F LC inh | FadD28 binding | UGM FP inh | Mtb BioA inh | MazF activator | Rv3671c protease
COc1ccc(N(CC(=O)O)S(=O)(=O)c2ccccc2[N+](=O)[O-])c(OC)c1 | -2 | -4 | -4 | 0 | -2.1 | 0.0 | x | -8 | 2
COC(=O)Cn1c(=O)c(=O)n(CC(=O)OC)c2ccccc21 | 9 | 1 | 2 | -2 | -3.7 | 0.1 | 0.6 | 8 | 8
CCn1c(SCC(=O)Nc2nnc(C)s2)nnc1C(C)NC(=O)c1ccccc1F (stereo not given) | -1 | 0 | -12 | 1 | -3.7 | 1.3 | -0.3 | 4 | -2
Clc1ccc(CNC2CCCC2)cc1 | 1 | 1 | 2 | 6 | -1.0 | 1.3 | 0.2 | -1 | 3
CCc1ccc(N2CC(C(=O)Nc3ccc(C)c(S(=O)(=O)N4CCOCC4)c3)CC2=O)cc1 (stereo not given) | 1 | 2 | -3 | -6 | 0.7 | -1.0 | 0.0 | 2 | -10

This part in full, from the first entry:
SMILES | FBA Mtb inh | PrPC TRFRET | GDH-TPI counter | BoNT-F LC inh | FadD28 binding | UGM FP inh | Mtb BioA inh | MazF activator | Rv3671c protease
COc1ccc(N(CC(=O)O)S(=O)(=O)c2ccccc2[N+](=O)[O-])c(OC)c1 | -2 | -4 | -4 | 0 | -2.1 | 0.0 | x | -8 | 2
COC(=O)Cn1c(=O)c(=O)n(CC(=O)OC)c2ccccc21 | 9 | 1 | 2 | -2 | -3.7 | 0.1 | 0.6 | 8 | 8
CCn1c(SCC(=O)Nc2nnc(C)s2)nnc1C(C)NC(=O)c1ccccc1F (stereo not given) | -1 | 0 | -12 | 1 | -3.7 | 1.3 | -0.3 | 4 | -2
Clc1ccc(CNC2CCCC2)cc1 | 1 | 1 | 2 | 6 | -1.0 | 1.3 | 0.2 | -1 | 3
CCc1ccc(N2CC(C(=O)Nc3ccc(C)c(S(=O)(=O)N4CCOCC4)c3)CC2=O)cc1 (stereo not given) | 1 | 2 | -3 | -6 | 0.7 | -1.0 | 0.0 | 2 | -10
NS(=O)(=O)c1ccc(NC(=O)CSc2n[nH]c(=O)n2C2CC2)cc1 | 0 | 5 | 3 | 2 | 0.7 | 1.3 | -2.0 | 3 | 1
COc1cc(/C=C2/C(=N)N3C=CSC3=NC2=O)ccc1OCCCOc1ccccc1C | -1 | 2 | -3 | 37* | -2.8 | -3.8 | 5.5 | -11 | -8
Cc1ccc(S(=O)(=O)NC(=O)C2(C)CCN2C(=O)Cc2ccc(-c3ccccc3)cc2)nc1 (stereo not given) | -2 | -1 | -6 | 1 | -6.6 | x | -1.3 | x | x
O=C(NCc1ccc(F)cc1)c1cc(S(=O)(=O)N2CCCCC2)ccc1N1CCOCC1 | -1 | 11 | 4 | -7 | -2.6 | x | -6.4 | -5 | 0
CC(C)NC(=O)C(=O)NCCCN1CCOCC1 | -1 | -4 | 0 | 1 | -0.1 | 2.8 | x | 5 | -2
O=C(O)CCCC(=O)OCCc1cc2ccccc2c(=O)o1 | 0 | -7 | 5 | -9 | -2.2 | -1.5 | -0.7 | 6 | 4
CCOC(=O)c1ccc(S(=O)(=O)N2CCN(C(=O)c3cc(=O)c4ccccc4o3)CC2)cc1 | 0 | 7 | 8 | -8 | -0.9 | -0.4 | 0.6 | 2 | 7
Cn1c(NC(=O)c2ccco2)c(-c2ccccc2)c(=O)c2ccccc21 | 0 | 3 | 2 | -4 | -3.3 | 1.0 | x | 2 | 1
CC(C)Cc1ccccc1S(N)(=O)=O | -2 | -2 | -5 | -2 | -2.4 | 0.5 | -3.0 | -1 | -5
CCOC(=O)c1c(N)nn(C(=O)C(C)C)c1-c1ccccc1 | 14 | -4 | -2 | -1 | -2.3 | 1.1 | 1.2 | 1 | -4
CCOC(=O)c1ccc(N2C(=O)CC(N3CC(C)OC(C)C3)C2=O)cc1 (stereo not given) | -4 | 2 | 10 | -6 | 0.2 | -0.8 | -0.4 | -9 | -3
CCn1c(SC(C)C(=O)NC2CCCC2)nc2cc(S(N)(=O)=O)ccc21 (stereo not given) | 0 | -1 | -4 | -12 | -0.4 | -1.7 | 1.7 | -2 | 8
CC(OC(=O)CCc1nc2ccccc2c(=O)[nH]1)C(=O)Nc1ncc(Cl)cc1Cl (stereo not given) | 1 | 5 | 1 | 0 | -0.6 | 0.2 | -1.3 | 5 | -8
O=C(/C=C/c1ccccc1)Nc1cccc(S(=O)(=O)Nc2ccccc2F)c1 | 3 | -2 | 6 | 5 | -1.6 | 0.2 | -0.4 | 3 | -71
Cc1ccc(S(=O)(=O)N2CCN(C(=O)CSc3nc4ccccc4o3)C2)cc1 | 4 | -1 | -1 | 10 | -3.9 | -1.5 | 2.6 | -5 | 6
COc1ccc(C(=O)NCC(=O)N=Nc2c(O)n(C)c3ccccc23)cc1OC | 1 | -23 | 10 | 0 | -1.1 | 0.7 | 2.6 | 4 | 6
COc1ccc(C(NC(=O)c2c(F)c(F)c(F)c(F)c2F)c2ccccc2)cc1 (stereo not given) | -2 | 4 | -2 | -2 | -2.7 | 0.7 | -4.4 | -13 | -5
CCOc1ccc(NC(=O)C2CCCN(C(=O)Nc3ccccc3)C2)cc1 (stereo not given) | 2 | 0 | 11 | 0 | -0.2 | 4.0 | 0.7 | 5 | 8
C[C@@H]1CN([C@H](C)CO)C(=O)c2cc(C#CC3CC3)cnc2O[C@H]1CN(C)S(C)(=O)=O | -2 | 1 | -5 | -1 | 0.0 | x | 3.5&-1.7&0.9 | 1 | x
CC(C(=O)N1CCOCC1)N1c2cccc3cccc(c23)S1(=O)=O (stereo not given) | 8 | 3 | 11 | 1 | -1.4 | -1.6 | 0.5 | -1 | -4

(next part)
SMILES | FBA Mtb inh | PrPC TRFRET | GDH-TPI counter | BoNT-F LC inh | FadD28 binding | UGM FP inh | Mtb BioA inh | MazF activator | Rv3671c protease
Cc1ccc(S(=O)(=O)NC(=O)Nc2cc(C)on2)cc1 | -2 | 5 | 1 | 1 | -1.7 | 0.4 | -0.7 | -11 | 3
CN1CCN(CC(=O)Nc2nnc(-c3cccs3)s2)CC1 | 12 | -4 | 16 | 36* | -1.7 | -3.3 | x | -1 | -3
Cc1c(C(=O)Nc2ccccc2[N+](=O)[O-])csc1-c1ccccc1 | -1 | -8 | 12 | 39* | 0.1 | 0.4 | -1.9 | -1 | 1
c1ccc2cc(C3OCC4(CCCC4)CO3)ccc2c1 | 4 | -9 | 8 | -12 | -1.1 | x | -0.7 | -17 | x
O=C(Nc1ccccc1C(=O)N1CCN(c2ccccc2)CC1)c1ccco1 | -3 | -6 | 4 | -3 | -5.3 | 3.7 | 1.9 | -5 | -1
COc1cccc2sc(Nc3nc(-c4cc5ccccc5oc4=O)cs3)nc12 | 1 | 1 | 15 | 1 | -2.1 | 0.0 | -2.1 | -27 | -1
COc1ccccc1-c1nnc(SCCN2CCOCC2)n1-c1ccc(C)cc1 | -2 | 4 | -1 | -10 | -1.3 | -3.5 | 1.8 | -2 | 5
Cc1cc(C)n(-c2ccc(NC(=O)C3CCCCN3C(=O)c3occc3C)cc2)n1 (stereo not given) | 2 | 3 | 4 | 5 | 0.2 | -2.2 | -0.7 | -3 | 0
COC(=O)c1c(NC(=O)c2nn(C)cc2Cl)sc2c1CCCC2 | 0 | -4 | 18 | 5 | -1.4 | -0.4 | -1.1 | 1 | 7
CSc1cccc(NP2(=O)OCC(C)([N+](=O)[O-])CO2)c1 (stereo not given) | 1 | 0 | -2 | -5 | -6.0 | x | x | 6 | x
Cc1ccc(NC(=O)c2ccc(C)c(S(=O)(=O)N3CCCCC3)c2)nc1 | 2 | 9 | -1 | -4 | -2.5 | 0.8 | 1.0 | 2 | 1
O=C(Nc1nncs1)c1cccc(S(=O)(=O)N2CCCCC2)c1 | -2 | -1 | 14 | -11 | 0.2 | 1.8 | -5.7 | 4 | 8
OC(c1ccc(F)c(F)c1)c1nc(-c2cnc3ccccc3c2)cs1 (stereo not given) | 1 | -17 | 7 | -1 | -5.5 | x | 2.5 | x | x
CC(C#N)(Nc1ccc(Cl)cc1)c1cccnc1 (stereo not given) | 28* | 2 | 10 | -8 | -1.9 | -0.4 | -0.2 | 7 | -5
CC(Oc1ccc2c3c(c(=O)oc2c1)CCCC3)C(=O)NCc1ccncc1 (stereo not given) | 51* | -1 | -6 | 7 | -3.5 | 6.6 | 3.5 | 4 | 2
CCOc1ccc(-n2c(C)cc(/C=N/Nc3nc(C)cc(=O)[nH]3)c2C)cc1 | 3 | 0 | 36* | 2 | -3.1 | 1.9 | -0.4 | -1 | 6
O=C(CSc1nnc(-c2cccnc2)n1Cc1ccco1)c1ccc(Cl)c(Cl)c1 | 6 | -9 | -5 | 4 | -3.9 | -1.0 | 15 | 3 | -28
CCOC(=O)c1cn[nH]c1NC(=S)Nc1ccccc1 | -2 | 0 | -3 | 20 | -6.7 | -0.5 | 12 | 12 | 4
CCN(CC)CCN1C(=O)Cn2c(C)c(C)c3cccc1c32 | 0&4 | -7&-1 | -2&12 | -4&-4 | -0.8&-1.5 | 1.7&-2.1 | 0.8 | -5&5 | 7&5
Cc1nn(-c2ccccc2)nc1CNC(=O)C1CC1 | 0 | -1 | -3 | u | -2.4 | -2.9 | x | 4 | 2
COc1ccc(-c2cc3ccccc3n2CC(O)CN2CCOCC2)cc1 (stereo not given) | 19 | -4 | 1 | 8 | 0.5 | 2.2 | 1.6 | -2 | 5
CN1CCc2c(c3c(n2C)CCN(C)[C@@H]3c2cccnc2)[C@H]1c1cccnc1 | 2 | -5 | 4 | -2 | -3.6 | 1.2&-4.0 | x | -3 | -6&-2
Cc1cccc(C(=O)NNC(=O)c2ccccc2Br)c1 | 3 | -2 | -8 | 45* | -2.5 | 0.6 | -0.8 | 12 | 4
CC1(C)CC(=O)c2cc(C(=O)O)c(=O)n(-c3ccccc3)c2C1 | -3 | 0 | 10 | 10 | -1.3 | 2.2 | -1.3 | -2 | -18
COC(=O)CNC(=O)CN(c1ccc(OC)cc1OC)S(=O)(=O)c1ccccc1 | 1 | -3 | 3 | 2 | -0.9 | 3.2 | -1.3 | 6 | -2

(next part)
SMILES | FBA Mtb inh | PrPC TRFRET | GDH-TPI counter | BoNT-F LC inh | FadD28 binding | UGM FP inh | Mtb BioA inh | MazF activator | Rv3671c protease
Cc1cc(C)n(-c2ccc(F)cc2CN2CCN(C3CCCC3)C(CCO)C2)n1 (stereo not given) | 9 | -10 | 2 | -4 | -0.4 | -1.4 | -0.6 | 4 | 2
CC(c1ccccc1)c1nnc(NC(=O)Nc2ccccc2)s1 (stereo not given) | 6 | 9 | 16 | x | -0.7 | -1.0 | -0.3 | -3 | -1
COc1ccc(S(=O)(=O)N(C)C[C@H]2OCc3cn(nn3)CCCC(=O)N([C@@H](C)CO)C[C@@H]2C)cc1 | 2 | -2 | x | -2 | -2.3 | x | -1.5&-3.0 | x | x
Cc1nc2cc(N3CCCCC3)c(NC(=O)c3cccnc3)cc2c(=O)n1Cc1ccccc1 | 5 | 2 | 15 | -36 | 0.4 | 2.2 | 2.9 | 9 | 0
Cc1sc2ncnc(N3CCN(S(=O)(=O)c4ccc(Br)cc4)CC3)c2c1C | 1 | 4 | 3 | 5 | x | -0.5 | -2.4 | -3 | 3
CC(c1ccccc1)n1cc(C(=O)NCc2ccncc2)nn1 (stereo not given) | 1 | 6 | 1 | -12 | -0.4 | 1.7 | -3.0 | 1 | 8
Cc1cccc(OCC(=O)NCC(=O)N/N=C/c2cccnc2)c1 | 3 | -3 | -13 | -5 | -4.2 | 0.9 | x | 0 | 3
COc1cn(-c2ccccc2)nc1C(=O)NCc1ccc(C)cc1 | 12 | 5 | -8 | 6 | -5.1 | 0.0 | 3.4 | 3 | -3
Cn1cccc1/C=C(/C#N)c1ccc(F)cc1 | -2 | 0 | 15 | -3 | -0.3 | 0.4 | 3.1 | 1 | 6
CCOC(=O)C1CCN(C(=O)CSCCSCC(=O)N2CCC(C(=O)OCC)CC2)CC1 | 2 | -5 | -1 | -1 | 0.1 | -2.6 | 0.3 | 1 | -6
O=S(=O)(Oc1ccc(Cl)cc1)c1cccc2cccnc12 | 2 | 2 | 1 | 5 | 0.6 | -1.7 | -0.8 | -3 | 0
CC(=O)NCCc1ccc(C(=O)COC(=O)c2cccs2)cc1 | -3 | 7 | 3 | -7 | -4.1 | x | 0.3 | 8 | x
COc1ccc(CC(=O)NC2CC(C)(C)NC(C)(C)C2)cc1OC | 2 | -3 | 1 | u | 0.9 | -3.1 | -1.3 | 10 | 1
